Shn3 3UTR inh – inhibitors of Schnurri-3 3'UTR reporter in osteoblasts. Clone20 osteoblast Shn3 3'UTR firefly luciferase, 24 h. 360,000 tested, 0.52% active. inhibition, % at 12.5 µM;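 active = mean inhibition of at least 75% with every replicate also reaching 75%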;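 also: 0% = median of neutral control wells and 100% = pilot-screen positive control compound; some compounds past the cut are filed as inactive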
CaV13 ICDI inh – Primary screen for inhibitors of IQ motif and Ca2+-dependent inactivation inhibitor domain binding in CACNA1D, Förster resonance energy transfer in living cells, …; HEK cells, CFP/YFP FRET ICDI-IQ, plate reader, 10 min; percent FRET-ratio fall versus neutral wells; inhibition, % at 12.3 µM; 340,000 tested, 0.098% active; AID 743397;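 active = mean replicate inhibition of at least 30% and at least 1% of replicates passing that level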;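 also: 0% = median of the neutral control wells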
Vif imaging – blocks HIV Vif function | HEK293T cells, Vif self-association by quenched fluorescence, imaging, 24 h | inhibition, % at 7.49 µM | 340,000 tested, 0.35% active; in the data active = inhibition above about 50%, passing the limit was not always enough; also: some results filed as inactive read as strong as hits
CF NFkB block – inhibitors of cystic fibrosis induced NF-kB | inhibition, % at 5 µM | 360,000 tested, 0.86% active | AID 588850 | KKLEB NF-kB-GFP reporter, PAF-induced, GFP fluorescence overnight;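 active = at least 50% inhibition at 5 µM, scaled per plate between neutral and stimulator controls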;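 also: PAF is a Pseudomonas aeruginosa culture filtrate used as stimulus; plate controls were PAF-stimulated DMSO wells for no effect and unstimulated DMSO wells for full effect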
PDI turbidity – blocks human protein disulfide isomerase activity. P07237. AID 588391. 350,000 tested, 0.052% active. inhibition, % at 10 µM. PDI insulin aggregation turbidity, A650, 90 min;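 active = mean inhibition across replicates of 30% or more, whatever share of single replicates reach that level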;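 also: absorbance from insulin aggregation driven by PDI reduction with DTT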
Target sequence (P07237 whole entry, looked up): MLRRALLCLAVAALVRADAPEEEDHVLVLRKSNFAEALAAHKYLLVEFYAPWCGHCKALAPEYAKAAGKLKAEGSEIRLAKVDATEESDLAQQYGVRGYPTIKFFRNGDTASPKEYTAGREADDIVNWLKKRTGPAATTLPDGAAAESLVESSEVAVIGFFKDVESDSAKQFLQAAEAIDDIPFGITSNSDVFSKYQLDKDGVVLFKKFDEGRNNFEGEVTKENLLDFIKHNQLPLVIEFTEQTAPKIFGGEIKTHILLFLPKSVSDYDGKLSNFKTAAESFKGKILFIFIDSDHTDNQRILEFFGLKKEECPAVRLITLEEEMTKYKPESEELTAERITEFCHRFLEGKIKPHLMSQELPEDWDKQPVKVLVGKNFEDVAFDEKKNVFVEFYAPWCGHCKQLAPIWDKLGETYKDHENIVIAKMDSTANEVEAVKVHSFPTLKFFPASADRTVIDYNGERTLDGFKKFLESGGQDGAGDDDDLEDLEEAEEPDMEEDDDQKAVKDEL
HIF-2a inh – blocks HIF-2a reporter activity | 786-0 RCC cells HIF-2a reporter, luciferase luminescence, overnight | inhibition, % at 18.8 µM | 360,000 tested, 0.72% active;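 active = inhibition of the luminescence signal of 40% or more relative to plate controls, in a single-dose primary screen at 18.75 µM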
MITF TRPM1 inh – reduces MITF-dependent TRPM1 promoter luciferase signal; SK-MEL-5 TRPM1 promoter luciferase, 24 h; inhibition, % at 12.5 µM; 330,000 tested, 0.83% active;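 active = mean inhibition across replicates of 60% or more, whatever share of single replicates reaches that level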; also: values of inactives mirror those of a sister screen read the other way
Peg3 promoter – inhibitors of Peg3 promoter; HeLa PEG-Prom luciferase reporter, luminescence, overnight; inhibition, % at 20 µM; 360,000 tested, 1.7% active; AID 588405;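 active = inhibition of at least 50% at 20 µM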
NR2E3 ag-1 – agonists of human nuclear receptor NR2E3. Q9Y5X4. GST-NR2E3/biotin-RetCOR TR-FRET, 1536-well. inhibition of corepressor binding, % at 4.78 µM. 320,000 tested, 0.12% active. AID 2300;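 active = percent inhibition above the cutoff of mean plus 3 SD of all tested compounds, set per screening campaign, cut at about 20% in these data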;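 also: 0% = DMSO wells and 100% = biotin wells as full block of FRET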
Target sequence (Q9Y5X4 whole entry, looked up): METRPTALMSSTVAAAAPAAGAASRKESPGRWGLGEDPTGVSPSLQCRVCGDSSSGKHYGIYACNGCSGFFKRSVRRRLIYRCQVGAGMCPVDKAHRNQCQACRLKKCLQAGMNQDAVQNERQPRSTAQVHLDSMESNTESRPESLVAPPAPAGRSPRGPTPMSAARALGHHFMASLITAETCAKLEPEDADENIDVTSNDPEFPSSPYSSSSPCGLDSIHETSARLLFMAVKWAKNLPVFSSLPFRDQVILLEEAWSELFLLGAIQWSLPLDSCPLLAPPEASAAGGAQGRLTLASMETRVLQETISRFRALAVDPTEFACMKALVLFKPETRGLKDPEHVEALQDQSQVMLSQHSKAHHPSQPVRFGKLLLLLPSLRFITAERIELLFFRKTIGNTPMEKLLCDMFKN
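System: GST-tagged NR2E3 plus biotinylated RetCOR corepressor; Amount: 1.35 nM GST-tagged NR2E3 final; Dosing: single nominal compound dose of 4.8 µM; Schedule: 5 h incubation at 4 °C; Technique: TR-FRET with europium anti-GST and streptavidin-D2, 340 nm excitation; Controls: biotin wells as high control, 0.6% DMSO wells as low control.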
NR2E3 ag-2 – activates human NR2E3 receptor; Q9Y5X4; CHO-S Gal4-NCOR/VP16-NR2E3 two-hybrid, luciferase; inhibition of corepressor binding, % at 3.98 µM; 360,000 tested, 0.35% active; AID 602229;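 active = inhibition above the mean of all tested compounds plus 3 SD, cut at about 70% in these data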;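 also: 0% = DMSO with NR2E3 transfected cells and 100% = cells lacking NR2E3 construct; higher means lower luciferase signal from less NR2E3 corepressor binding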
KKLEB cytotox – counter-screen for CF NF-kB inhibitors: cytotoxicity; KKLEB CF airway cells viability, ATPlite luminescence, overnight; hits give low values; cells stimulated with P. aeruginosa culture filtrate; activity change (cytotoxicity), % at 5 µM; 360,000 tested, 0.36% active;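 active = corrected activity change at or below -50% at 5 µM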
* hit, by the source's call; x = no result given; & = joins results of further samples.

1	Cc1ccc(Nc2c(-c3ccc(N4CCOCC4)cc3)nc3ncccn23)cc1
2	Cn1nc(CC(=O)N2CCN(c3ccccc3)CC2)c2ccccc2c1=O
3	CN(C)c1nnc(-c2ccc(Cl)cc2)o1
4	O=C(COC(=O)COc1ccc(Cl)cc1Cl)Nc1cccnc1Cl
5	O=C(O)CCC(=O)N1N=C(c2cccs2)CC1c1ccc(Br)cc1 (configuration not stated)
6	CCOC(=O)c1c(S(=O)(=O)NCC(=O)NCc2ccccc2Cl)c(C)n(C)c1C
7	Cc1sc(NC(=O)CSc2nc(N)n(CC(=O)c3ccccc3)n2)c(C#N)c1C
8	c1ccc(Oc2ncnc3ccccc23)cc1
compound no.,1,2,3,4,5,6,7,8
Shn3 3UTR inh,14,4,-14,-7,-12,2,-2,-11
CaV13 ICDI inh,-9,-4,x,-5,-20,-7,-10,-9
Vif imaging,1,-3,13,2,-12,2,20,-1
CF NFkB block,-9,-14,-10,6,-4,0,-2,16
PDI turbidity,-20,-1,-1,-8,5,6,9,-3
HIF-2a inh,-14,6,-91,6,-11,9,11,-12
MITF TRPM1 inh,-2,9,-3,-6,12,-1,-17,-3
Peg3 promoter,-15,8,-41,-1,-14,14,-1,0
NR2E3 ag-1,11,3,-7,-1,-1,0,-1,x
NR2E3 ag-2,9,-16,-39,7,-17,-19,0,3
KKLEB cytotox,-2,3,5,-8,5,-5,-8,-5

9	Cc1ccc(S(=O)(=O)Nc2ccc(S(=O)(=O)N3CCOCC3)cc2)cc1
10	COc1cccc(CNC(=O)CN2C(=O)CSc3ccc(S(=O)(=O)N4CCCCC4)cc32)c1
11	CC(C)c1ccc(NC(=O)c2cc(S(=O)(=O)N3CCCC3)c[nH]2)cc1
12	Cc1nc2ccc(NC(=O)C3CCN(S(=O)(=O)c4cccs4)CC3)cc2s1
13	Cc1cc(C)n2nc(C(=O)Nc3ccc(N4CCOCC4)cc3)nc2n1
14	O=[N+]([O-])C(/C=C(\Cl)[N+](=O)[O-])=C1N(Cc2ccc(Cl)nc2)CCN1Cc1ccc(Cl)nc1
15	CCn1c(COc2ccccc2C)nnc1SCC(=O)N1CCCCC1
16	Cc1cc(NC(=O)COc2ccc(F)c(Cl)c2)no1
compound no.,9,10,11,12,13,14,15,16
Shn3 3UTR inh,-2,-17,-17,50,-9,-9,12,6
CaV13 ICDI inh,-8,-2,-6,-3,-5,-2,-10,x
Vif imaging,-2,-19,x,-13,10,2,-2,9
CF NFkB block,-2,-4,14,-3,10,9,18,-13
PDI turbidity,6,3,3,1,8,-11,-4,1
HIF-2a inh,9,21,2,21,-4,-11,14,-74
MITF TRPM1 inh,5,6,x,12,-1,45,-3,-12
Peg3 promoter,1,8,9,16,5,-3,4,-51
NR2E3 ag-1,2,0,3,-1,0,3,5,3
NR2E3 ag-2,12,-23,-15,7,-5,-5,5,0
KKLEB cytotox,1,11,-2,-2,4,-4,-13,-6

17	CC1(C)CC(=O)C(CS(=O)(=O)c2ccccc2)=C(Cl)C1
18	O=C(NCc1ccccn1)C(=O)Nc1cccc2ccccc12
19	CCCCCC(=O)N1CCN(CCN=CC2=C(O)CC(c3ccc(OC)c(OC)c3)CC2=O)CC1 (configuration not stated)
20	Cc1cc(C(=O)NN=C2CCCC2)c2ccccc2n1
21	COc1cccc(NC(=O)CN2C(=O)NC(c3ccccc3)(c3ccccc3)C2=O)c1
22	O=C(NCc1ccccc1Cl)c1csc([C@@H]2O[C@H](CO)[C@@H](O)[C@H]2O)n1
23	CC(=O)N1CCN(C(=O)CCNC(=O)c2ccc(Br)cc2)CC1
24	CCOc1ccc(C(=O)NNC(=O)c2cc(C)oc2C)cc1
compound no.,17,18,19,20,21,22,23,24
Shn3 3UTR inh,0,2,0&0,8,20,-6,-23,-6
CaV13 ICDI inh,x,-1,-14,-2,-4,-6,-6,-6
Vif imaging,1,2,-2&-8,-5,16,30,2,-6
CF NFkB block,8,11,-24&13,15,7,-2,-15,17
PDI turbidity,4,13,3&9,-2,0,8,0,3
HIF-2a inh,-1,-20,3&7,11,17,14,9,-8
MITF TRPM1 inh,11,-3,0&5,0,1,x,3,0
Peg3 promoter,-11,-19,8&14,6,0,9,-6,-18
NR2E3 ag-1,3,-1,-2,-1,-1,x,x,-1
NR2E3 ag-2,-12,-12,-29&8,-35,-19,-4,7,-24
KKLEB cytotox,-7,-16,-3&2,2,13,2,22,3

25	CCOC(=O)C1CCN(S(=O)(=O)c2ccc(-n3cnnn3)c(C)c2)CC1
26	Cc1ccc(C(=O)NCCCNCCCN(C)C)cn1
27	CC(C)OC(=O)N(C)C[C@H]1OCc2cnnn2CCCC(=O)N([C@H](C)CO)C[C@@H]1C
28	CN1CCC(N(C)CC(C)(C)NS(=O)(=O)c2ccccc2)CC1
29	Cc1ccc(OCCn2cnc(Cl)c2Cl)cc1
30	CC1=CC(C)(C)N(C(=O)c2ccccc2)c2ccc(C)cc21
31	Cc1nn(-c2ccc(N3CCOCC3)nn2)c(C)c1CCC(=O)Nc1ccccc1
32	O=C(Nc1ccc(F)cc1)C1CCCN(S(=O)(=O)c2cccc3cccnc23)C1 (configuration not stated)
compound no.,25,26,27,28,29,30,31,32
Shn3 3UTR inh,10,-9,-14,-11,-2,-22,-10,-4
CaV13 ICDI inh,-8,-5,-7,-2,-6,-3,-4,-4
Vif imaging,6,6,-3,-1,-4,x,-1,-4
CF NFkB block,-4,10,-9,2,-6,18,-1,16
PDI turbidity,-4,-3,6,-3,0,0,-8,x
HIF-2a inh,15,2,-7,18,-63,15,-63,6
MITF TRPM1 inh,14,4,x,-1,10,-5,-24,x
Peg3 promoter,-5,4,5,4,-6,35,-44,14
NR2E3 ag-1,3,3,x,-2,-2,x,-1,0
NR2E3 ag-2,8,17,1,-2,-24,-8,-12,-38
KKLEB cytotox,-4,6,16,-3,-22,2,-7,-8

33	CCN(CC)C(=O)[C@H]1C[C@H](CC(=O)NCC23CC4CC(CC(C4)C2)C3)C(=O)N2CCc3c([nH]c4ccc(Cl)cc34)[C@]12C
34	Cc1c(C)c2cc(Cl)c(O)c(CN3CCN(C)CC3)c2oc1=O
35	Cc1ccccc1NC(=O)CCOc1ccccc1
36	CCn1c(SCC(=O)OC)nnc1-c1c[nH]c2ccccc12
37	Nc1cccc2c3c(oc12)CCCC3
38	CCOc1ccc(NS(=O)(=O)c2ccc3ncsc3c2)cc1
39	CCN(CC)S(=O)(=O)c1ccc(Nc2cc(C)nc3ncnn23)cc1
40	O=C(N/N=C/c1cc2cc3c(cc2nc1Cl)OCO3)c1ccncc1
compound no.,33,34,35,36,37,38,39,40
Shn3 3UTR inh,22,-7,-28,17,-22,-16,-9,-10
CaV13 ICDI inh,-6,-4,-20,-5,-5,9,-8,-4
Vif imaging,x,7,-10,-4,-9,-2,-15,-2
CF NFkB block,25,1,0,-2,2,14,20,19
PDI turbidity,7,-10,7,4,2,3,-10,-3
HIF-2a inh,-7,7,-151,16,12,17,12,4
MITF TRPM1 inh,12,3,-52,5,8,-12,3,0
Peg3 promoter,59*,13,-113,9,-1,13,2,10
NR2E3 ag-1,x,1,x,0,-4,1,2,-1
NR2E3 ag-2,-65,-10,-12,-28,-12,-8,-8,5
KKLEB cytotox,-6,4,5,2,7,-16,-18,-8

41	Cc1ccccc1NC(=O)CSc1nc(-c2ccccc2)cc(=O)[nH]1
42	CCOC(=O)c1c(NC(=O)CN2CCN(C(=O)C3CCCO3)CC2)sc(C)c1C (configuration not stated)
43	N#Cc1ccc(CSc2nnc(NC(=O)c3ccc(=O)[nH]c3)s2)cc1
44	Cc1ccc(N=C2CSC(=O)N2)cc1
45	CN1CCN(c2nc3ccccn3c(=O)c2/C=C(\C#N)S(=O)(=O)c2ccccc2)CC1
46	CN1CCN(C(=O)C2(NC(=O)Nc3cccc(F)c3)CCCCC2)CC1
47	C[C@@H]1CN([C@@H](C)CO)C(=O)CCCn2cc(nn2)CO[C@H]1CN(C)S(=O)(=O)c1ccc(Oc2ccccc2)nc1
48	CC1=NNC(=O)C1CCC(=O)N/N=C/c1ccco1 (configuration not stated)
compound no.,41,42,43,44,45,46,47,48
Shn3 3UTR inh,-49,3,-5,-36,2,-10,-32,10
CaV13 ICDI inh,-6,-5,-12,-2,99*,-4,-3,-3
Vif imaging,19,-4,0,3,-2,-4,4,-8
CF NFkB block,-9,-34,-12,-16,0,-4,-4,1
PDI turbidity,1,-4,0,1,8,4,0,8
HIF-2a inh,8,4,17,10,16,1,8,9
MITF TRPM1 inh,0,-5,-1,8,-12,-4,x,-4
Peg3 promoter,4,15,8,-4,8,13,-11,0
NR2E3 ag-1,2,0,0,1,-3,0,x,1
NR2E3 ag-2,0,0,-3,-14,5,-16,-6,-13
KKLEB cytotox,0,10,1,10,3,10,1,-9

49	Cn1c(Cc2csc(N)n2)nnc1SC/C=C/c1ccccc1
50	CCN(c1ccc(NC(=O)COC(=O)c2ccc(S(=O)(=O)N3CCCC3)cc2)cc1)C(C)C
51	COc1ccc(CNC(=O)CN(Cc2ccccc2OC)C(=O)c2csnn2)cc1
52	CCN1CCN(CC(=O)c2cc(Cl)ccc2Cl)CC1
53	CCCc1nc2sc3ccccc3c(=O)c2c(=O)n1Cc1ccccc1
54	NC(CO)c1csc(NC(=O)Nc2cccc(Cl)c2)n1 (configuration not stated)
55	c1ccc(-c2cnc(C3CCCCC3)o2)cc1
56	COc1ccc(C(C)(O)c2nc(-c3ccoc3)cs2)cc1 (configuration not stated)
compound no.,49,50,51,52,53,54,55,56
Shn3 3UTR inh,-15,1,-10,8,11,-11,-20,-6
CaV13 ICDI inh,-5,-3,-3,2,-6,-5,-5,-5
Vif imaging,13,-9,0,10,0,-8,26,-4
CF NFkB block,-19,-2,-14,10,5,-5,11,-50
PDI turbidity,7,-4,-1,4,4,-21,2,7
HIF-2a inh,2,-10,-5,11,-17,-17,-95,-19
MITF TRPM1 inh,-1,10,2,-4,-9,x,-47,x
Peg3 promoter,0,1,0,14,-9,-3,-111,19
NR2E3 ag-1,-1,2,-1,-1,x,x,x,x
NR2E3 ag-2,-13,1,-17,-13,-15,-19,-12,-17
KKLEB cytotox,8,-2,4,-1,20,4,-21,5

Quoted from above, compounds 49–52
49	Cn1c(Cc2csc(N)n2)nnc1SC/C=C/c1ccccc1
50	CCN(c1ccc(NC(=O)COC(=O)c2ccc(S(=O)(=O)N3CCCC3)cc2)cc1)C(C)C
51	COc1ccc(CNC(=O)CN(Cc2ccccc2OC)C(=O)c2csnn2)cc1
52	CCN1CCN(CC(=O)c2cc(Cl)ccc2Cl)CC1
compound no.,49,50,51,52
Shn3 3UTR inh,-15,1,-10,8
CaV13 ICDI inh,-5,-3,-3,2
Vif imaging,13,-9,0,10
CF NFkB block,-19,-2,-14,10
PDI turbidity,7,-4,-1,4
HIF-2a inh,2,-10,-5,11
MITF TRPM1 inh,-1,10,2,-4
Peg3 promoter,0,1,0,14
NR2E3 ag-1,-1,2,-1,-1
NR2E3 ag-2,-13,1,-17,-13
KKLEB cytotox,8,-2,4,-1

Screening results (PubChem BioAssay)
